BLM helicase inh: qHTS Assay for Inhibitors of Bloom's syndrome helicase (BLM); RecQ-like DNA helicase BLM (Homo sapiens), P54132; recombinant BLM DNA unwinding, fluorescence dequenching; Potency, µM (doses to about 56.1 µM), for inactives: at the top dose activity change, negative = inhibition, actives largely listed as inhibitors; hit rate 0.2% among 350,000;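 also: plate controls were vehicle for no effect and no enzyme for full effect; nearly all actives have a fitted effect of over 35% in size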
Pol beta inh: qHTS Assay for Inhibitors of DNA Polymerase Beta. P06746. Pol beta primer extension/strand displacement, fluorescence kinetic. Potency, µM (doses to about 114 µM), without a hit: at the top dose activity change, negative = inhibition, hits mostly inhibitors. hit rate 1.3% among 340,000. AID 485314, 2010; also: % is scaled to controls: 0 for no effect and ±100 for the full control effect
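Preincubation: enzyme (10 nM) with compound, 15 min, RT. Reaction: substrate added to 50 nM final. Reads: 0 and 10 min. Analysis: normalized, Hill fit.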
Pol iota inh: qHTS for Inhibitors of Polymerase Iota; DNA polymerase iota (Homo sapiens), Q9UNA4; Pol iota fluorescent replication assay, 10 min; Potency, µM (titrated, usually from 115 µM), for inactives: at the highest dose activity, negative = inhibition, hits mostly inhibitors; hit rate 1% among 390,000; AID 588590, 2011
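Fluorescent replication assay read twice, at 0 min and 10 min after adding 50 nM (final) substrate. Enzyme (10 nM) and compounds were first incubated 15 min at room temperature; enzyme-free buffer wells were negative controls.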
Pol kappa inh: qHTS for Inhibitors of Polymerase Kappa | DNA polymerase kappa (Homo sapiens), Q9UBT6 | purified Pol kappa, fluorescent DNA synthesis assay, 10 min | Potency, µM (highest dose often 107 µM), for the others: top-dose activity, negative = inhibition, hits mostly inhibitors | hit rate 0.53% among 400,000; also: % is scaled to controls: 0 for no effect and ±100 for the full control effect
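50 nM final substrate added after 15 min RT preincubation of 10 nM Pol kappa with compound; fluorescence read at 0 and 10 min.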
G9a inh: qHTS Assay for Inhibitors of Histone Lysine Methyltransferase G9a. Histone-lysine N-methyltransferase EHMT2 (Homo sapiens), Q96KQ7. G9a H3K9 monomethylation, AlphaScreen, 2 h. Potency, µM (titrated, usually from 102 µM), for the others: at the highest dose activity, negative = inhibition, most hits filed as inhibitors. hit rate 8.8% among 350,000; also: % is scaled to controls: 0 for no effect and ±100 for the full control effect; nearly all actives have a fitted effect of over 75% in size
Target sequence (Q96KQ7 913-1193 limits assumed): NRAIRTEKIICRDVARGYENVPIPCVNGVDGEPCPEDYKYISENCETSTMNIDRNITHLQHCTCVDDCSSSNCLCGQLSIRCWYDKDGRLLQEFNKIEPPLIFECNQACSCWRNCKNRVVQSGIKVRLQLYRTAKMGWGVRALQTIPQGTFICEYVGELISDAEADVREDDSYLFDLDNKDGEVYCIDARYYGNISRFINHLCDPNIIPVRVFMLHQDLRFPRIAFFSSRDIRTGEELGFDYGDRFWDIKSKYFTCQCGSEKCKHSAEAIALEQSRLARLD
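Enzyme 20 nM + cpd, 15 min RT; add b-H3K9 pep 500 nM / SAM 20 uM; 2 h RT; anti-H3K9me1 Ab 0.5 ug/mL + SA donor / anti-rabbit acceptor beads 20 ug/mL each, 10 min; AlphaScreen read.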
BAZ2B block: qHTS Assay for Inhibitors of BAZ2B; Bromodomain adjacent to zinc finger domain protein 2B (Homo sapiens), Q9UIF8; AlphaScreen BAZ2B-H3K14Ac peptide displacement; Potency, µM (highest dose often 114 µM), for inactives: at the highest dose activity change, negative = inhibition, usual class: inhibitors; hit rate 4.4% among 360,000; also: % is scaled to controls: 0 for no effect and ±100 for the full control effect; nearly all actives have a fitted effect of over 60% in size
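Inhibition is scored as reduced AlphaScreen emission. The BAZ2B/b-H3(5-23)K14Ac complex (50 nM each) in PBS pH 7.4, 0.01% Tween-20 meets compound (up to 110 uM) for 30 min at RT before bead addition.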
Pol eta inh: qHTS for Inhibitors of Polymerase Eta. DNA polymerase eta (Homo sapiens), Q9Y253. recombinant Pol eta, fluorescent DNA replication assay. Potency, µM (highest dose often 114 µM), inactives show top-dose activity change, negative = inhibition, most hits filed as inhibitors. hit rate 1.2% among 390,000. AID 588591, 2011; also: % is scaled to controls: 0 for no effect and ±100 for the full control effect
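Pol eta at 10 nM preincubated with compounds 15 min at room temperature; reaction started with fluorescent substrate (50 nM final) and read kinetically at 0 and 10 min.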
JMJD2A Tudor inh: qHTS Assay for Inhibitors of JMJD2A-Tudor Domain. hit rate 4.4% among 390,000. AID 504339, 2011. Potency, µM (top dose mostly 114 µM), for the others: top-dose activity change, negative = inhibition, usual class: inhibitors. Lysine-specific demethylase 4A (Homo sapiens), O75164. AlphaScreen JMJD2A-Tudor / H3K4me3 peptide binding; also: % is scaled to controls: 0 for no effect and ±100 for the full control effect; nearly all actives have a fitted effect of over 50% in size
APEX1 inh: qHTS Assay for Inhibitors of the Human Apurinic/apyrimidinic Endonuclease 1 (APE1) | DNA repair nuclease/redox regulator APEX1 (Homo sapiens), P27695 | recombinant APE1, TAMRA/BHQ-2 abasic DNA cleavage fluorescence | Potency, µM (doses to about 65.8 µM), without a hit: at the top dose activity change, negative = inhibition, actives largely listed as inhibitors | hit rate 0.35% among 350,000;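 also: plate controls were vehicle for no effect and reference inhibitor for full effect; nearly all actives have a fitted effect of over 55% in size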
Target sequence (P27695 whole entry, looked up): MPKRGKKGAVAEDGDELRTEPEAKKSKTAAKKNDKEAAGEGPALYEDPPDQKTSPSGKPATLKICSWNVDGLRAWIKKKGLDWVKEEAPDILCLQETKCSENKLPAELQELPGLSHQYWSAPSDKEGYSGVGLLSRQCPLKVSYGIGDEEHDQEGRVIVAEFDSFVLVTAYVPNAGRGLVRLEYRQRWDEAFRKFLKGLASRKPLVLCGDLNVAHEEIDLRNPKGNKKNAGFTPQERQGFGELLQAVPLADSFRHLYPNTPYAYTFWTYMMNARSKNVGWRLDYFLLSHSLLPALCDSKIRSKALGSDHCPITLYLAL
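0.75 nM APE1 + cpd, 15 min RT; start w/ 50 nM TAMRA/BHQ-2 THF-abasic dsDNA; kinetic fluor 525/598 nm ×3 reads @60 s; Δ(read3−read1); normalized to DMSO and NSC13755 control wells.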
The depositor's hits bear a star; ? = inconclusive; . = no result given; & = joins results of further samples; [ ] = another dose, or the depositor's remark. Calls follow the shape of the dose curve; as a rule, active = well fitted curve in the direction sought with a large enough effect; inconclusive = small, poorly fitted or top-dose-only effect, or another doubt; inactive = no such curve, though single readings can be large; an effect the other way counts as inactive or inconclusive. Potency is read from the fitted curve at half-maximal effect. Only part of the results is shown; the hit share may differ from the screen's.

Structure	Pol beta inh	BLM helicase inh	G9a inh	Pol iota inh	Pol kappa inh	Pol eta inh	APEX1 inh	BAZ2B block	JMJD2A Tudor inh
O=C(NCC1CCCO1)c1c(O)c2cccc3c2n(c1=O)CC3 (stereo not given)	-10%	0%	28%[2.33 µM]	1%	9%	-16%	0%	1%	-21%
COc1ccccc1N(CC(=O)NC1CCCCC1)S(C)(=O)=O	3%	-1%	-7%[59 µM]	12%	-4%	-8%	2%	1%	-2%
Cc1ccc(C=Nc2cc([N+](=O)[O-])ccc2C)s1	16%	1%	1%[59 µM]	-4%	3%	-14%	-4%	-1%	-17%
CCOCCCNC(=O)C(NC(=O)c1ccccn1)c1ccc(C)cc1 (stereo not given)	24%	5%	?	2%	-29%	-12%	10%	-6%	-15%
COC(=O)C(NC(=O)c1ccc(OC)cc1)(Nc1ncc(S(=O)(=O)c2ccc([N+](=O)[O-])cc2)s1)C(F)(F)F (stereo not given)	4%	-11%	-24%[12.7 µM]	14%	-8%	-7%	6%	?	-32%
CCCCCCCCCCCCC/C=C/[C@@H](O)[C@H](CO)NC(=O)CCCCCCC	.	-2%	20%[59 µM]	.	1%[19.4 µM]	.	0%&-2%	.	.
O=C(CSc1nc2c(c(=O)n1-c1ccc(F)cc1)SCC2)NCC1CCCO1 (stereo not given)	31%	1%	-2%	10%	4%	-5%	4%	6%	-23%
CC(OC(=O)c1cccnc1SCc1cc(=O)n2ccccc2n1)c1ccccn1 (stereo not given)	3%	0%	50µM*	4%	0%	-12%	-1%	-33%	-4%
NC(=O)c1c(NC(=O)CSc2nc3c(c(C(F)(F)F)n2)CCc2ccccc2-3)sc2c1CCCC2	-4%	0%	?	4%	-8%	-2%	?	9%	-4%
Cc1ccc(-c2nc3ccc(Cl)cn3c2Nc2ccc3c(c2)OCCO3)s1	25%	-2%	-3%[59 µM]	-2%	-4%	5%	.	.	-19%
CS(=O)(=O)N1CCC2(CC1)CN(Cc1nccs1)C2	.	2%	10%[12.7 µM]	.	-2%[60.1 µM]	.	16%	.	.
O=C(Cn1cncn1)N/N=C/c1cccc2ccccc12	29%	-3%	3%	22%	11%	-9%	4%	-6%	-10%
CSc1cccc(NC(=O)C2(S(=O)(=O)c3ccc(C)cc3)CC2)c1	21%	-19%	42%[activator]	1%	5%	-7%	-6%	20%	5%
COC(=O)CCCC1=CC2=CC(=O)C(C)(OC(=O)c3cccs3)C(=O)C2=CN1CCN1CCOCC1 (stereo not given)	3%	-13%[12.4 µM]	3%[59 µM]	92%[activator]	-11%	-12%	-3%[12.4 µM]	-22%	-8%
O=C(NCCc1cn2ccccc2n1)c1ccc(Br)o1	7%	-2%	?	-24%	-11%	-15%	2%	1%	-10%
Cc1c(C(=O)NN)nn(-c2ccc(Cl)cc2)c(=O)c1C#N	?	-15%	45µM*	171%[activator]	-17%	-1%	-2%	-11%	-25%
CCO[C@H]1OC(C(=O)N2CCN(Cc3ccccc3)CC2)=C[C@@H](C2CCCCC2)[C@@H]1CCCO	-16%	-5%	10%[12.7 µM]	-11%	3%	-7%	7%	-29%	-15%
O=c1c(-c2cccc(F)c2)nc2cncnc2n1Cc1ccc(F)cc1	.	-7%	4%[0.501 µM]	.	-4%[60.1 µM]	.	-6%	.	.
COc1cc(-c2nc3n(c(=O)c2C#N)CCS3)cc(OC)c1OC	0%	-1%	-10%	28%	4%	-4%	-13%	9%	2%
CCOC(=O)N1CCC(NC(=O)c2cc3ccccn3n2)CC1	2%	-5%	7%	0%	-11%	-7%	0%	-4%	-7%
COc1cc(OC)c(NC(=O)c2cc3c(=O)oc4ccc(C)cc4c3s2)cc1Cl	-13%	-19%	6%[59 µM]	18%	-1%	-1%	.	2%	-15%
Cc1c(NC(=O)c2cc(-c3ccccc3)nc3ccccc23)c(=O)n(-c2ccccc2)n1C	.	.	.	-8%	-1%	-15%	-7%	.	-8%
CC(CNC(=O)CCC(=O)N1CCOc2ccc(Cl)cc21)c1ccccc1 (stereo not given)	-15%	-3%	15%	-20%	1%	-19%	4%	-4%	-11%
COc1ccc(-c2cn3ccccc3n2)cc1[N+](=O)[O-]	4%	-3%	15%[59 µM]	17%	-14%	2%	0%	-15%	-15%

Only BAZ2B block, for some of the entries so far:
compound | BAZ2B block
CCO[C@H]1OC(C(=O)N2CCN(Cc3ccccc3)CC2)=C[C@@H](C2CCCCC2)[C@@H]1CCCO | -29%
COc1cc(OC)c(NC(=O)c2cc3c(=O)oc4ccc(C)cc4c3s2)cc1Cl | 2%

The listing continues.
Structure	Pol beta inh	BLM helicase inh	G9a inh	Pol iota inh	Pol kappa inh	Pol eta inh	APEX1 inh	BAZ2B block	JMJD2A Tudor inh
O=C(Nc1cccc(S(=O)(=O)N2CCOCC2)c1)c1ccc2c(=O)n3c(nc2c1)CCCCC3	33%	-15%	5%	40%[activator]	-1%	-7%	20%	-7%	-23%
O=C(Nc1ccc(F)cc1)c1ccccc1NS(=O)(=O)N1CCCC1	20%	-5%	14%	22%	4%	-2%	-1%	1%	-6%
CC1(C(=O)NNC(=S)NCc2ccco2)CC1(Cl)Cl (stereo not given)	-28%	-2%	32%	-7%	-9%	2%	-2%	-25%	-15%
C=Cn1cc[n+](CC(=O)c2ccc(Cl)cc2)c1	-9%	-2%	?	115%[activator]	2%	9%	8%	-21%	-14%
NC1(C#Cc2ccc3oc(=O)c(-n4cc(-c5ccsc5)nn4)cc3c2)CCCCC1	.	.	-3%[0.501 µM]	15%	7%	-19%	3%	-27%	?
CC1=C(C(=O)NCc2cccc(F)c2)C2(CCCCC2)OC1=O	22%	-1%	-8%[59 µM]	0%	-9%	-14%	.	1%	-7%
CC1CC2(CCCC2)N(C(=O)N(C)C)c2ccc(F)cc21 (stereo not given)	?	-2%	16%	-2%	-11%	-12%	-12%	13%	-7%
COc1cc(/C=N/n2cnnc2)ccc1OCc1ccccc1	-8%	3%	35%[activator]	40%[activator]	-12%	-18%	-1%	-25%[57.1 µM]	-7%
COc1ccc(C(=O)N2CCC(NC(=O)C(Cc3ccccc3OC)NC(C)=O)CC2)cc1 (stereo not given)	2%	0%	-7%	125%[activator]	-5%	6%	43%	-16%	-11%
CC(C)NC(=O)C(=O)NCCC1CCCCN1S(=O)(=O)c1cccs1 (stereo not given)	.	.	8%[0.501 µM]	40%[activator]	-14%	-11%	2%	-4%	-7%
Cc1ccc(S(=O)(=O)c2nnn3c2nc(N2CCC(C)CC2)c2cc(Cl)ccc23)cc1C	3%	-5%	4%[59 µM]	20%	3%	-16%	.	11%	5%
COC(=O)C1=C(C)NC(=O)NC1c1ccc(-c2ccccc2Cl)o1 (stereo not given)	-2%	3%	?	14%	-2%	4%	1%	11%	-23%[11.4 µM]
COC(=O)c1cc2oc3ccccc3c2n1CC(=O)Nc1ccc(N(C)C)cc1	46%	1%	?	22%	7%	3%	.	-25%	?
COc1ccc(/C=N\Nc2ccccc2[N+](=O)[O-])c(C(=O)O)c1OC	37%	0%	.	6%	-7%	21%	0%	?	0%[11.4 µM]
C#CCNC(=O)C1=C[C@@H](c2ccc(C#C)cc2)C[C@@H](OCc2ccc(CO)cc2)O1	.	.	.	-13%	-4%	-12%	.	.	-23%
Cc1ccc(NC2CC(=O)N(CCc3ccccc3)C2=O)cc1 (stereo not given)	11%	-2%	-17%[59 µM]	-10%	-13%	-2%	31%[activator]	-26%	-15%
CNC(=O)CN(Cc1ccccc1)S(=O)(=O)c1ccccc1	16%	0%	12%[59 µM]	41%[activator]	-4%	-17%	3%	22%	-4%
CC(CCc1ccccc1)NC(=O)c1ccccc1C(=O)O (stereo not given)	0%	-11%	19%	35%[activator]	-18%	-13%	-10%	11%	-6%
Cc1nc2cc(C(=O)OCC(=O)Nc3ccc(C#N)cc3)ccc2n1-c1ccccc1	0%	-10%	?	3%	1%	?	9%	-34%	-21%
CNC(=O)CC1C(=O)N(c2ccc(F)cc2)C(=S)N1NC(=O)c1ccc(Cl)cc1 (stereo not given)	2%	-6%	3%	20%	10%	-14%	8%	-12%	-9%
Cc1ccc2cc(C#N)c(N3CCCN(C(=O)C4CCCO4)CC3)nc2c1C (stereo not given)	11%	-5%	-5%[59 µM]	30%	-3%	3%	0%	1%	24%
OCCNCc1cccc(OCc2ccc(Cl)cc2)c1	5%	-10%	-12%	4%	-5%	-13%	2%	-13%	-8%
CCCCc1ccc(NC(=O)C(=O)NCCN2CCN(C(=O)c3ccc([N+](=O)[O-])cc3)CC2)cc1	7%	2%	6%	37%[activator]	5%	-16%	85%[activator]	-4%	-22%
COc1ccc2c(c1)O[C@H](c1ccc3c(c1)OCO3)[C@@H](OC(=O)N[C@H]1CCCc3ccccc31)C2=O	-3%	-2%&-6%	-51%	35%	6%	-4%	16%	-29%	-14%
Brc1ccc(CN2C3=NCCCN3c3ccccc32)cc1	14%	8%	8%[59 µM]	18%	-1%[60.1 µM]	0%	15%	7%	-4%
O=Cc1ccc(C(=O)OCC(=O)NC(=O)Nc2ccccc2F)cc1	.	.	.	-4%	-11%	?	-18%	.	-15%
Cc1ccc(CNC(=O)c2nccnc2C(=O)O)cc1	44%	-2%	50µM*	7%	4%	-9%	22%	-11%	?
CCN(CC)CCOC(=O)C1(c2ccc(OC)c(OC)c2)CCCC1	10%	-3%	?	-4%	3%	-9%	2%	-10%	-19%
CCOC(=O)N1CCN(CC(=O)Nc2ccc(F)cc2F)CC1	-1%	-8%	2%	-19%	8%	-3%	0%	-2%	7%

Screening results from PubChem.
